# EBV gp42 block: EBV gp42 inhibition. Fluorescence polarization binding assay, mP read-out. Q1HVG2. 220,000 tested, 0.42% active. inhibition, % (tested at 21.74 µM). AID 1085; in the data active = inhibition above about 50%
# Target sequence (Q1HVG2 whole entry, looked up): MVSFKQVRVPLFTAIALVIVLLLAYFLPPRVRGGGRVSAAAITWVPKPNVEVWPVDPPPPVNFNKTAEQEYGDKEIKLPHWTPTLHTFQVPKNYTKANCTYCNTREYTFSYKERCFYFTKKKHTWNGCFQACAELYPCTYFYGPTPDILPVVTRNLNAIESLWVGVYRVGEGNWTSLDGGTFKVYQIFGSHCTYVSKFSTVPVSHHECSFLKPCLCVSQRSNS
# NCF1 inh: blocks human p47phox regulatory protein of NADPH oxidases | P14598 | p47phox/p22phox peptide binding, fluorescence polarization, 2 h | inhibition, % at 24.7 µM | 220,000 tested, 0.53% active | AID 1274;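 active = inhibition above about 30%, limit read from the data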;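 note: 0% = p47phox with labelled peptide and 100% = labelled peptide alone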
# MDM2 E3 inh: Mdm2 E3 ligase (human) inhibition; cell-based MDM2 ubiquitination luciferase reporter, 2 h; 0 = plate control, 100 = twice control, blank-subtracted; signal enhancement, % at 5 µM; 210,000 tested, 0.11% active; AID 1230;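 active = signal enhancement of 30% or more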;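 note: luminescence tracks abundance of the self-degrading MDM2-luciferase fusion protein; higher signal means inhibition of MDM2 E3 ligase activity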
# Target sequence (Q00987 whole entry, looked up, the tested form may be a part): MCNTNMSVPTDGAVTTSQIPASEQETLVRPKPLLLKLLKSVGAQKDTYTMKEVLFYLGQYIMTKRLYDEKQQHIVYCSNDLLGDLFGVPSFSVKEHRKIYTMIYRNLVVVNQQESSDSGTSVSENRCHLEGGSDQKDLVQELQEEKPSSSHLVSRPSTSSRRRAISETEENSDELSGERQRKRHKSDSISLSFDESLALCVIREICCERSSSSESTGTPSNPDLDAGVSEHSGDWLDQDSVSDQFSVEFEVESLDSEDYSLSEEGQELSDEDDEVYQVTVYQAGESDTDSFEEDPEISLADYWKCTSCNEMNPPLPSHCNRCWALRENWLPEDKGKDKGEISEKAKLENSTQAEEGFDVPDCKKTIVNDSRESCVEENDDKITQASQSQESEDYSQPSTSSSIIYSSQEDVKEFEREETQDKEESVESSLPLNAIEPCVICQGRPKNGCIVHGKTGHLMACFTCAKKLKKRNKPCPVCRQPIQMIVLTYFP
#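 Test system: mammalian cells stably expressing self-ubiquitinating, self-degrading MDM2 E3–luciferase fusion; Amount: 2000 cells in each well; Medium: DMEM; Schedule: 4 h settle plus 2 h compound, 37 °C; Technique: SteadyLite luciferase luminescence after 15 min room-temperature reagent incubation; Benchmarks: plate control and blank wells.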
# L929 necroptosis: L929 zVAD cell death inhibition; L929 zVAD necroptosis rescue, ATP luminescence, 24 h; with zVAD 60 µM; viability rescue, % at 10 µM; 220,000 tested, 0.38% active; AID 1377;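 active = activation, scaled between plate controls, above about 75%, limit read from the data; inactive = activation under that limit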;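 note: 0% = zVAD with DMSO and 100% = DMSO alone without zVAD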
# Runt-SMMHC FRET: inhibitors of human RUNX1 Runt domain binding to CBFb-SMMHC; Q01196+Q13951; Cerulean-Runt/Venus-CBFb-SMMHC FRET ratio 530/480, 1 h; inhibition, % at 20 µM; 220,000 tested, 0.74% active; AID 1434;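 active = mean inhibition across duplicate retests at 20 µM reaching about 50%, limit read from the data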;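 note: 0% = DMSO wells and 100% = wells with excess untagged CBFb-SMMHC; inhibitors lower the FRET ratio by blocking Runt binding to CBFb-SMMHC; some results filed as inactive read as strong as hits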
# Tb hexokinase: T. brucei hexokinase 1 inhibition. recombinant TbHK1, G6PDH-coupled NADH A340. inhibition, % at 10 µM. 220,000 tested, 0.11% active. AID 1430;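 active = inhibition of 50% or more in the single-dose primary screen; inactive = inhibition below 50%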
# 14-3-3 Bad PPI: disrupts binding of bovine 14-3-3 zeta to phospho-Bad peptide; TR-FRET 14-3-3zeta/Dy647-pBad peptide displacement, 1 h; 220,000 tested, 0.71% active; P63103; inhibition, % at 21.7 µM;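 active = inhibition above about 70%, limit read from the data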;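 note: 0% = full 14-3-3 plus peptide FRET controls and 100% = background without 14-3-3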
# Target sequence (P63103 whole entry, looked up): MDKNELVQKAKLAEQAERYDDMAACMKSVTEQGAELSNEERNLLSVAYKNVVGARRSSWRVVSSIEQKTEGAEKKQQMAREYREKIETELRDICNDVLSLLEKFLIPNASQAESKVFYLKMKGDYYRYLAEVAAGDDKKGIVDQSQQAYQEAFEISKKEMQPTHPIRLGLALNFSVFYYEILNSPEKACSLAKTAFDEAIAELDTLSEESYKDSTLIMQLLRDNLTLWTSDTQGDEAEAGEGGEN
# Hck Nef HTS: inhibitors of human Hck kinase activated by Nef. inhibition, % at 20 µM. Recombinant Hck-YEEI plus Nef, Z-Lyte FRET kinase assay. P08631. 220,000 tested, 0.68% active;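 active = Hck-Nef kinase inhibition above about 50%, limit read from the data; inactive = inhibition below that limit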;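 note: 0% = DMSO with Hck plus Nef and 100% = Hck alone without Nef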
# Runt-CBFb FRET: Runt domain-CBFb interaction inhibition | Q01196+Q13951 | Cerulean-Runt/Venus-CBFb FRET ratio 530/480, 1 h | inhibition, % at 20 µM | 220,000 tested, 0.46% active | AID 1496;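 active = inhibition over about 50% at 20 µM in the single-dose screen, limit read from the data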;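 note: 0% = DMSO wells and 100% = excess unlabeled CBFb competitor control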
#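 test system = Cerulean-tagged RUNX1 Runt domain (FRET donor) fusion protein | reagent = Venus-CBFb binding partner, 100 nM | incubation = protein complex preformed 1 h, compound exposure 1 h, room temperature, dark | detection = FRET fluorescence | read-out basis = loss of energy transfer signal | controls = 5 µM unlabeled CBFb as full-inhibition high control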
# Starred values were filed as active, the others as inactive; . = not tested or not shown; [ ] = remark or other dose. Random draw from the library; overall some 3.2% were active at least once.
compound	EBV gp42 block	NCF1 inh	MDM2 E3 inh	L929 necroptosis	Runt-SMMHC FRET	Tb hexokinase	14-3-3 Bad PPI	Hck Nef HTS	Runt-CBFb FRET
Cc1ccc(C(=O)n2c(=S)nc3ccccn32)cc1	-24	-7	-79	-1.1	6	-11	3	6	12
Cc1ccc(N=CC=C2OC(C)(C)C(C)(C)O2)cc1	9	-11	-10	1.3	10	24	-11[fluorescence artefact?]	0	-2
Cc1ccc(C(=O)OCC(=O)Nc2cc(S(=O)(=O)N3CCOCC3)ccc2C)cc1	14	-1	-12	2.1	-1	1	-2	-4	-5
Cc1ccc(C(=O)NCCCn2ccnc2)cc1[N+](=O)[O-]	-1	-10	-1	-0.2	-9	0	-2[fluorescence artefact?]	-2	.
CCC(C)c1ccc(S(=O)(=O)N2CCN(C(=O)COc3ccc4c(C)cc(=O)oc4c3)CC2)cc1 (stereo not given)	-20	-18	-3	-0.3	-5	-20	-1	15	-6
NC(=O)C12CCCC(Br)(CCC1)C2	1	3	-5	-0.3	-2	7	7	16	1
CNC(=O)Nc1cc(C(C)(C)C)no1	-8	5	1	-0.2	1	1	-4	0	-1
CSc1nc(-c2ccco2)nn1S(=O)(=O)c1ccccc1	10	-3	-16	0.3	-2	0	81*	0	10
NS(=O)(=O)c1ccc(CCNc2nc3c(-c4cccc(F)c4)nnn3c3ccccc23)cc1	-23	-15	-11	4.7	-38	14	39	17	-24
Cc1[nH]n(-c2ccc([N+](=O)[O-])cc2)c(=O)c1C=NCCc1c[nH]c2ccccc12	1	-16	.	0.4	-9	-14	-6[fluorescence artefact?]	0	0
CCONC(=O)Nc1ccccc1[N+](=O)[O-]	-12	3	-1	0.8	-5	-9	10[fluorescence artefact?]	1	1
O=C(CC1C(=O)NCCN1CC1CCCCC1)NC1(c2ccccc2)CC1 (stereo not given)	5	0	-12	-0.8	-3	-3	-7	-11	-1
CCC(C)NC(=O)Cn1cnc2sc(C)cc2c1=O (stereo not given)	-3	-3	0	2.0	-3	-4	4	0	-2
Cc1ccc(C)c(N(CC(=O)NC(C)(C)C)C(=O)CNC(=O)c2cccs2)c1	-21	-3	-5	0.6	-2	-2	-1	18	3
CC(OC(=O)c1nc(-c2ccccc2)n(-c2ccccc2)n1)C(=O)Nc1cc(Cl)cc(Cl)c1 (stereo not given)	-27	-7	-8	0.2	-1	3	-3	-3	-1
c1csc(-c2csc(-c3cccs3)n2)c1	-1	-17	4	0.1	-3	3	2	-1	-2
CCN(C(=O)c1ccc(Br)cc1)c1ccccc1	-5	-8	1	0.2	.	-2	-1	21	.
CC(C)OC(=O)Cn1nnc(-c2ccccc2)n1	-2	-8	5	0.0	-2	-2	-1	-1	1
CC/C(O)=C1\C(=O)CC(c2ccccc2)CC1=NC(C)C (stereo not given)	-7	-6	-3	-0.3	3	-4	2	9	-2
CC1CN(C(=O)c2cccc(S(=O)(=O)Nc3cc(Cl)ccc3Cl)c2)CC(C)O1 (stereo not given)	-8	-3	-1	0.3	-1	-7	-4	-8	0
COc1ccc(C(=O)/C=C/c2ccc(OC)c(O)c2)c(F)c1	-5	-23	-18	0.0	2	-24	-4[fluorescence artefact?]	3	6
CCCC(=O)n1nc(NCc2ccc(OC)cc2)nc1NCc1ccc(OC)cc1	-7	-5	-9	3.2	0	2	10	2	-2
Cc1nn(Cc2ccccc2)c(Cl)c1C(=O)NCc1ccco1	-7	-10	-3	-0.5	1	11	-4	1	0
CCOC(=O)c1c(C=O)c(C)n(Cc2ccccc2Cl)c1C	-2	-5	5	1.4	0	14	0	-1	0
O=C(COc1ccc(Br)cc1)NCc1ccccn1	-17	-4	-22	-0.7	-2	-4	-3	3	2
CCOC(=O)/C(N=Nc1sc(C(=O)OCC)c(C)c1C(=O)OCC)=C(\C)O	7	-5	-6	0.9	-94	-11	1	0	-13
CCc1nc(N[C@@H](CC(C)C)C(=O)O)c2oc3ccccc3c2n1	-13	4	-18	0.1	1	-2	2	-1	-1
CC(C)(C)OC(=O)NC(CCNC=C1C(=O)OC(C)(C)OC1=O)C(=O)O (stereo not given)	-9	-7	-20	0.2	-2	6	3	-1	0
Cc1nn(Cc2ccc(Cl)c(Cl)c2)c(C)c1NC(=O)c1cc(-c2ccco2)on1	-29	-27	3	-1.2	-6	9	12	-7	-6
CS(=O)(=O)N1CCN(C(=O)c2ccc(-c3ccccc3)cc2)CC1	-3	-11	2	1.5	-2	1	-1	3	0

# Entries of single compounds, quoted from the list. Values in the order: EBV gp42 block, NCF1 inh, MDM2 E3 inh, L929 necroptosis, Runt-SMMHC FRET, Tb hexokinase, 14-3-3 Bad PPI, Hck Nef HTS, Runt-CBFb FRET
# c1csc(-c2csc(-c3cccs3)n2)c1 is entered as -1, -17, 4, 0.1, -3, 3, 2, -1, -2
# CCC(C)NC(=O)Cn1cnc2sc(C)cc2c1=O (stereo not given) is entered as -3, -3, 0, 2.0, -3, -4, 4, 0, -2

# Next part
compound	EBV gp42 block	NCF1 inh	MDM2 E3 inh	L929 necroptosis	Runt-SMMHC FRET	Tb hexokinase	14-3-3 Bad PPI	Hck Nef HTS	Runt-CBFb FRET
Cc1ccc(NC(=S)NCC2CCCO2)cc1 (stereo not given)	-7	0	-10	0.1	-4	-3	.	-2	1
O=C(c1ccc(NC(=S)Nc2ccc(Cl)c(Cl)c2)cc1)N1CCCC1	-7	-17	-19	1.2	3	-4	-1	0	2
CCC(c1nnnn1CCc1ccccc1)N1CCN(C(=O)c2ccco2)CC1 (stereo not given)	3	-11	9	-0.4	0	-4	75*	0	-1
COc1ccc(NC(=S)N2CCCN(Cc3cccc(Cl)c3)C2)cc1	-32	-1	-16	2.2	0	4	-14	-4	0
CNC(=S)Nc1ccc(OCc2ccccc2)cc1	-12	-11	-11	-1.4	-2	-3	-7	0	0
Cc1cc(C)c(NC(=S)N(CCc2ccncc2)C(C)C)c(C)c1	-3	1	1	1.6	-4	-3	-18	24	2
CCOC(=O)C/C(C)=N/NC(=O)C1CC1(c1ccccc1)c1ccccc1 (stereo not given)	-18	-12	-11	3.3	3	-6	-15[fluorescence artefact?]	3	0
O=C(COC(=O)c1ccc[nH]c1=O)NCCc1ccc(Cl)cc1Cl	-6	-2	-17	0.0	-140	-8	1	-6	0
COC(=O)C1=C(N)Oc2cc(C)n(Cc3cccnc3)c(=O)c2C1c1ccc(OC)c(OC)c1OC (stereo not given)	-18	-4	-2	0.0	-2	-9	-1[fluorescence artefact?]	-1	2
COCC(C)n1c(SCc2ccc(OC)c(F)c2)nc2ccccc2c1=O (stereo not given)	-3	-9	1	0.3	-6	-7	-8	10	-3
CCCC(=O)Nc1c(O)c2ccccc2[nH]c1=O	-14	0	-8	-0.2	2	-8	-12	0	10
CCCCN(C)C(=O)c1nc2ccccn2c1CNCCCn1ncc2ccccc21	7	8	-5	0.2	2	-12	-4	12	-1
O=c1[nH]c(=O)n(-c2ccc(F)cc2)c2c1C(C(F)(F)F)(C(F)(F)F)N=C(c1ccc(F)cc1)N2	2	-4	-16	0.2	6	-22	2[fluorescence artefact?]	3	0
CCN(c1ccc(NC(=O)COC(=O)c2ccc(C)c(S(=O)(=O)N3CCOCC3)c2)cc1)C(C)C	5	8	-17	-0.6	11	-9	0	3	1
CC(=O)c1cccc(NC(=O)N2CCCC2C(=O)NCc2ccccc2)c1 (stereo not given)	-18	-12	-6	0.5	-1	-8	4[fluorescence artefact?]	-2	2
CCn1cc(C(=O)Nc2ccc(OC)c(OC)c2)c2cc(OC)c(OC)cc2c1=O	-10	-9	-8	1.2	0	-15	-8[fluorescence artefact?]	6	2
O=C(CN1CCCCC1)Nc1cccc(Cl)c1	7	-1	-6	1.2	-1	-7	-1	4	-1
Cc1nn(CC(O)COc2ccc3c(c2)CCC3)c(C)c1C (stereo not given)	0	-39	-4	0.5	-1	6	-2	1	-1
CCCSc1nnc(NC(=O)Nc2ccccc2)s1	-3	-10	-11	6.6	-1	-3	3[fluorescence artefact?]	4	0
O=C(NC1C(=O)NNC1c1ccc(Cl)cc1)c1ccc(F)cc1 (stereo not given)	-6	-5	11	31	2	2	-14	12	1
COc1cccc(-c2cc(=O)c3cc(NC(=O)c4ccc(N(C)C)cc4)ccc3[nH]2)c1	0	5	.	8.4	1	0	21	-2	-5
Cc1ccc(NC(=O)CN(C)CC(=O)Nc2ccccc2Oc2ccccc2)cc1	-3	-6	-13	-0.8	-1	3	38	-33	-5
COc1ccc(CN(C)c2nc(-c3cccnc3)nc3ccccc23)cc1OC	3	-4	-9	1.4	1	-15	-9	31	-5
CC(C)CC(=O)N1CCC(O)(CS(=O)(=O)Cc2ccc(Cl)cc2)CC1	1	-11	-9	0.0	-4	-1	4	1	1
NC(=O)C1CCCN(S(=O)(=O)c2ccccc2)C1 (stereo not given)	6	-12	-15	0.0	-2	0	18	-9	0
COc1ccc(OC)c(C(=O)COC(=O)CNC(=O)c2ccccc2)c1	-11	6	-12	0.2	-1	-4	9[fluorescence artefact?]	0	0
CCc1c(C)[nH]n(-c2nc(-c3ccccc3)cs2)c1=O	-6	.	.	0.4	1	-3	-5	-3	2
COc1ccc(NC(=O)c2ccco2)cc1NC(=O)c1ccc(Br)o1	-3	-18	-6	0.5	-1	-2	-4	1	0
CCN(Cc1ccccc1)S(=O)(=O)c1cc(C(=O)NC2CCCCCC2)ccc1OC	8	1	0	0.5	-2	-1	1	-3	1
S=C(Nc1ccccc1)Nc1ccc(Br)cn1	-5	-7	-16	2.0	0	5	-21	21	0
CCCCNC(=O)CCNS(=O)(=O)c1ccc(C)cc1	0	-2	-1	0.1	0	-7	-11	2	2
O=C1c2ccccc2C(O)(Cc2ccccc2)N1CCCN1CCOCC1 (stereo not given)	-7	-13	7	-0.8	-1	-1	-3[fluorescence artefact?]	-3	1
CCC(C)(C)n1nnnc1C(c1cc2cc(OC)c(OC)cc2[nH]c1=O)N1CCc2ccccc21 (stereo not given)	2	-15	-4	0.1	-24	-37	-3	1	21
CCOC(=O)C/C(C)=N\Nc1nc(-c2ccccc2)cs1	-7	-6	3	-0.3	3	-8	-22	22	13
Cc1cccc(Nc2c3c(nc4ccccc24)CCC3)c1	-11	-1	-9	-1.3	0	-23	0	15	-2
OCCC1CN(Cc2ccc(-n3cccn3)cc2)CCN1Cc1ccccc1 (stereo not given)	-21	-9	-7	-0.5	-2	-7	8	-6	-1
CN(C)c1ccc(C(=O)Nc2ccc(O)c3c(=O)cc(-c4ccccc4Cl)oc23)cc1	-9	-13	-8	0.1	-2	-15	-4	33	0
CC(=O)NC(=S)NNC(=O)c1ccc(Br)cc1	-5	-16	-6	0.5	-2	1	-19	-1	11
O=C(O)CC(NS(=O)(=O)c1c(F)cc(F)cc1Br)c1ccccc1Cl (stereo not given)	-1	-15	8	0.7	-2	3	-7	23	0
O=C(Cn1nnc(-c2ccccc2Cl)n1)N/N=C/c1ccc(-c2cccc(Cl)c2)o1	-2	-10	.	-0.6	5	-20	1	0	0

# Screening results from PubChem.
